CHO-K1 Ca ag = counter-screen for M1 agonists: effect in parental CHO-K1 cells | Fluo-8 calcium fluorescence; scaled to maximal ATP response, vehicle zero | activation, % at 3 µM | hit rate 0.48% among 360,000 | AID 602248; in the data active = activation above about 15%;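 note: untransfected CHO-K1 host cells lacking M1 receptor as counterscreen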
M1 PAM parental = nonselective activator or artifact in parental CHO-K1 calcium assay. AID 602247. activation, % at 3 µM. ATP EC20, Fluo-8 calcium fluorescence; 0% at ATP EC20, 100% at ATP max. hit rate 0.02% among 360,000;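 active = activation above the run cutoff, the mean activation of all test compounds plus 3 SD, cut at about 40% in these data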;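 note: peak over basal fluorescence ratio in a 140 s read after ATP addition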
OXTR potentiate = human OXTR potentiation. activation, % at 3 µM. CHO-OTR cells, Fluo-8 calcium fluorescence, potentiator mode; 0% = oxytocin EC15, 100% = EC100. P30559. hit rate 0.061% among 320,000;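 active = activation above that plate's cutoff, the mean activation of tested compounds plus 3 SD, cut at about 6.6% in these data, passing the limit was not always enough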;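 note: 100% uses oxytocin at 75 nM as the full agonist control; some results filed as inactive read as strong as hits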
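Material: CHO-OTR cells, human receptor; compound dosing: single dose, 3.0 µM nominal final compound concentration; schedule: 6 min compound pre-incubation at room temperature, 100 s kinetic read; measured by: kinetic Fluo-8 calcium fluorescence; read-out basis: % activation vs EC15 and EC100 oxytocin; controls: EC15 oxytocin alone as 0%, 75 nM oxytocin as 100%; replicates: singlicate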
M1 antag = human CHRM1 antagonism; CHO-K1 hM1, Fluo-8 calcium fluorescence, ACh EC80 antagonist; AID 588852; hit rate 1.3% among 360,000; inhibition, % at 3 µM; P11229;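 active = percent inhibition above its own plate's cutoff, namely the mean of that plate's compound wells plus 3 SD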;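 note: peak over basal fluorescence ratio during 140 s after agonist addition; 0% = ACh EC80 plus DMSO and 100% = DMSO alone without agonist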
Target sequence (P11229 whole entry, looked up): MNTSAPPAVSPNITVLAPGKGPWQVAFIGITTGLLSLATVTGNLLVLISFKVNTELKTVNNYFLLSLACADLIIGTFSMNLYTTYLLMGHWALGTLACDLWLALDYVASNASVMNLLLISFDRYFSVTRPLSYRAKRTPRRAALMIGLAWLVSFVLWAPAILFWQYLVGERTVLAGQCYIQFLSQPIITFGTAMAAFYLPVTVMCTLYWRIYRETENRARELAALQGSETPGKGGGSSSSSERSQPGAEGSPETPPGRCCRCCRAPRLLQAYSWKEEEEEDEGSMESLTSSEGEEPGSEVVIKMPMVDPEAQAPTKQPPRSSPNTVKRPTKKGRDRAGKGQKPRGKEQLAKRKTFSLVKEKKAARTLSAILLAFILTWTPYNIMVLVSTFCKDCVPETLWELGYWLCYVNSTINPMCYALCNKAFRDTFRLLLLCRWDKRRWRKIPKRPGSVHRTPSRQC
M1 ag = agonists of human M1 muscarinic receptor | hit rate 0.33% among 360,000 | activation, % at 3 µM | AID 588814 | P11229 | CHO-K1 hM1, Fluo-8 calcium fluorescence, agonist mode; 0% DMSO, 100% acetylcholine EC100;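 active = activation above the run's mean compound activation plus 3 SD, cut at about 16% in these data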;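 note: peak over basal fluorescence ratio within a 140 s kinetic read after compound addition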
TAAR1 ag = agonists of human TAAR1 | Q96RJ0 | CHO RD-HGA16 TAAR1, Fluo-8 calcium fluorescence; vehicle wells 0%, saturating PEA agonist 100% | activation, % at 3 µM | hit rate 0.99% among 360,000;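 active = activation above the mean activation of all test compounds in the run plus 3 SD, cut at about 38% in these data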
Target sequence (Q96RJ0 whole entry, looked up): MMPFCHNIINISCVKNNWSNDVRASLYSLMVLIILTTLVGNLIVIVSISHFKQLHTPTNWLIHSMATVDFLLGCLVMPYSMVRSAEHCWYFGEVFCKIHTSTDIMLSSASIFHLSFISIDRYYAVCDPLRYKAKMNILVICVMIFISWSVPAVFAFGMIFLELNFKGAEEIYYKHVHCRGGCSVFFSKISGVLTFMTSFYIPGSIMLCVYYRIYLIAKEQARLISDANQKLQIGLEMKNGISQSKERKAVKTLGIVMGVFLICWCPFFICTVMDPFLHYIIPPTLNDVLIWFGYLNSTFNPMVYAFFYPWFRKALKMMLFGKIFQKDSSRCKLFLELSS
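System: CHO-derived RD-HGA16 cells with stable Gα16 and human TAAR1. Times: 17-24 h plating, Fluo-8 75 min 37 °C, 30 min RT. Measured by: calcium-sensitive Fluo-8 signal, excitation 470-495, emission 515-575 nm. Read-out basis: % activation relative to PEA EC100 response. Control set: DMSO and PEA EC100. Repeats: no replicates (n 1).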
CHO parental Ca = counter-screen for OX1R antagonists: effect in parental CHO cells. parental CHO-K1, ATP-induced calcium, Fluo-8 fluorescence. hit rate 0.63% among 330,000. AID 463079. inhibition, % at 5.6 µM;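 active = inhibition above that plate's mean sample inhibition plus 3 SD, cut at about 26% in these data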;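 note: 0% = ATP-challenged DMSO wells and 100% = DMSO wells without ATP; some compounds past the cut are filed as inactive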
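material = parental CHO cells | also added = ATP as calcium-mobilizing challenge | dosing = single point at 5.6 µM | detection = intracellular calcium via Fluo-8 no-wash fluorescent dye | read-out = % inhibition | benchmarks = low control ATP plus DMSO, high control DMSO only | repeats = one well per compound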
CHO-K1 Ca antag = nonselective inhibitor or artifact in parental CHO-K1 cells; ATP-induced calcium, Fluo-8 fluorescence; hit rate 0.6% among 360,000; inhibition, % at 3 µM;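 active = inhibition above a per-plate cutoff, the plate's mean sample inhibition plus 3 SD, cut at about 24% in these data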;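 note: 0% = DMSO plus EC80 ATP and 100% = DMSO alone without ATP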
TAAR1 antag = human TAAR1 antagonism; inhibition, % at 3 µM; AID 624466; hit rate 1.5% among 360,000; Q96RJ0; CHO RD-HGA16 TAAR1, Fluo-8 calcium fluorescence, antagonist;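 active = inhibition above a per-plate cutoff, the mean inhibition of test compounds on that plate plus 3 SD, cut at about 49% in these data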;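 note: 0% = DMSO plus EC80 beta-PEA response and 100% = DMSO alone without agonist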
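Assay system: RD-HGA16 CHO cells with stable hTAAR1 and Gα16 / Reagent: EC80 β-phenethylamine stimulus / Doses: 3 µM, single point / Timing: dye loading 75 min at 37 °C, then 30 min room temperature / Measured by: Fluo-8 intracellular calcium dye fluorescence, real-time kinetic reads / Controls: vehicle wells and EC80 agonist wells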
The depositor's hits bear a star; x = not tested or not shown.

SMILES	CHO-K1 Ca ag	M1 PAM parental	OXTR potentiate	M1 antag	M1 ag	TAAR1 ag	CHO parental Ca	CHO-K1 Ca antag	TAAR1 antag
CCOC(=O)N1CCC(N2Cc3cccc(C(=O)Nc4ccc(CC)cc4)c3C2=O)CC1	0.7	11	-2	-4	-4	0	-13	-12	11
CC(OC(=O)c1snc(C(=O)NC2CCCCC2)c1N)C(=O)NC(C)(C)C (configuration not stated)	0.5	2	-9	-2	4	5	-9	5	-7
CCCCNC(=O)CN1C(=O)NC2NC(=O)NC21 (configuration not stated)	0.0	7	-5	12	0	2	2	11	-1
O=c1ccc2ccc(O[C@@H]3O[C@H](CO)[C@@H](O)[C@H](O)[C@H]3O)c(O)c2o1	0.2	2	5	5	-5	8	-3	-10	6
CC(C)CC(CO)N1CCN(C(=O)c2cccc(Cl)c2)CCC1=O (configuration not stated)	0.1	11	4	2	0	6	-12	-15	0
Cc1nc(SCC(=O)Nc2cc(C)on2)c2c(=O)n(C)c(=O)n(C)c2n1	0.9	15	2	-1	-3	8	-13	-6	-29
O=C(O)c1cccc(S(=O)(=O)NCCC(c2ccccc2)c2ccccc2)c1	0.7	19	-8	-11	-5	4	-2	-16	-15
COc1cc(OC)cc(C(=O)Nc2ccc(NC(=O)c3ccco3)c(C)c2)c1	0.2	4	-1	-7	-5	3	-7	-19	-6
Cc1ccc(NC(=O)c2ccc(OCC3CCCO3)cc2)cc1 (configuration not stated)	1.6	3	-4	12	-3	22	-6	4	-1
CC(=NCCc1ccccc1)C1=C(O)CSC1=O	0.6	14	-11	-5	-2	93*	-12	0	75*
Cc1cc(C(F)(F)F)nn1CC(=O)Nc1cccnc1	0.1	15	-4	-6	-4	2	-11	-4	-3
COc1cccc(-c2cnc3c(NC=O)cc(-c4ccc(S(C)(=O)=O)cc4)cn23)c1	0.5	0	x	-1	-4	1	x	-3	-3
CC(OC(=O)C1=COCCO1)C(=O)Nc1ccc(Oc2ccccc2)cc1 (configuration not stated)	0.3	1	-13	-17	-4	5	-5	1	7
N#Cc1ccc(-n2nnc3ccccc3c2=O)c([N+](=O)[O-])c1	0.6	21	0	-3	-1	0	-12	-17	5
CC(=O)COc1ccccc1OC(=O)c1ccco1	-0.1	12	0	8	-2	1	-4	-2	-3
NNC(=O)c1nnn(-c2nonc2N)c1CN1CCc2ccccc2C1	-0.1	-5	-14	-6	3	4	-16	9	-7
COC/C=C/C1=CC2=CC(=O)C(C)(OC(=O)c3cnc4ccccc4n3)C(=O)C2=CN1CC1CC1 (configuration not stated)	-0.5	-14	-17	-1	-1	x	0	-1	x
O=C(CN1CCOCC1)Nc1nc(-c2ccc3c(c2)CCN3S(=O)(=O)c2ccccc2)cs1	5.3	7	-20	-10	2	20	23	-3	53*
CC1CCCC(NCC(O)COC(c2ccc(F)cc2)c2ccc(F)cc2)C1C (configuration not stated)	12	9	-12	21	-6	30	7	-6	17
CC1CCN(C(=S)NC(=O)c2ccc(F)cc2)CC1	1.1	-11	-5	-10	-1	0	-6	-1	-5
Cc1cc(SCC(=O)OCC(=O)N(CCC#N)c2ccccc2)nc2ccccc12	2.5	12	-5	-1	-5	5	-19	-5	20
C[C@H]1CCC(=O)N([C@H](CN=[N+]=[N-])Cc2ccccc2)CC1	0.1	7	-5	17	-4	6	-10	2	15
CON(C)S(=O)(=O)c1cccc(C(=O)N(CC(=O)Nc2ccccc2C(F)(F)F)Cc2ccco2)c1	2.6	11	-7	-10	-2	13	-6	-20	16
CC(Oc1cccc(Cl)c1)C(=O)Nc1ccc(S(=O)(=O)NC2=NCCCCC2)cc1 (configuration not stated)	12	3	-16	-8	12	40*	11	-8	13
CC(=NNC(=O)COc1cccc(C)c1)c1cccnc1	1.4	23	-3	-8	-3	2	-4	-6	9
Cc1ccc(C(=O)Nc2ccon2)cc1S(=O)(=O)N1CCCC1	0.6	14	-3	-6	-6	5	-16	-13	3
O=C(O)c1ccccc1NCCO	0.0	1	-3	-1	-3	5	0	-8	-2
Cc1cccc(OCc2nnc(SCC(=O)N3CCN(C(=O)c4ccco4)CC3)n2C)c1C	0.3	24	-6	-9	-8	x	-14	-15	x
CCN(CC(=O)Nc1ccc(NC(C)=O)cc1)Cc1c(O)ccc2cc(Br)ccc12	0.8	23	-4	-3	-4	5	10	-8	6
CC1=CCC2C(=O)N(c3ccc(C(=O)N4CCCCCC4)cc3)C(=O)C2C1 (configuration not stated)	0.7	-8	-11	-6	-2	7	-16	6	-6
O=c1c(-c2c(O)cc(O)c3c2O[C@H](c2ccc(O)cc2)CC3)c(-c2ccc(O)cc2)oc2cc(O)cc(O)c12	8.2	9	-1	24	-2	x	4	-7	x
CCn1c(O)c(C=Nc2ccccc2)n(-c2ccccc2)c1=S	0.1	8	0	-25	-2	9	-2	5	3
Cc1ccc(NC(=O)NNC(=O)c2ccc3c(c2)NC(=O)C(C)(C)O3)cc1	1.5	7	-8	-12	-2	-2	-12	-8	2
CCCC(=O)Nc1ccc(C(=O)N/N=C/c2cccnc2)cc1	0.4	13	-3	-8	1	2	-7	-11	3
COc1ccc(CCNc2c(C=O)c(=O)[nH]c3ccccc23)cc1OC	0.1	-20	-10	-15	-4	3	-19	11	-3
COc1cccc(NC(=O)CN2C(=O)COc3ccc(S(=O)(=O)N4CCOCC4)cc32)c1	-0.1	5	-2	-10	-3	5	-18	-2	6
O=C(O)/C=C/C(=O)c1ccc(O)cc1	1.4	19	-1	-11	-2	0	1	-14	-11
CCN(CC)c1ccc(/C=N/NC(=O)CNC(=O)c2ccc3c(c2)OCCO3)cc1	-0.7	3	-9	-35	-11	1	-14	-21	-4
CN(CCC1CCOCC1)C(=O)CC1C(=O)NCCN1Cc1ccccc1F (configuration not stated)	0.7	10	-7	-21	1	2	-6	-10	-21
Cc1ccc(C(=O)n2c(-c3ccccc3)cnc2SCC(=O)Nc2ccc(C)cc2C)cc1	0.5	4	-4	2	-7	10	-13	1	-18
COc1cccc(NC(=O)C2CCN(S(C)(=O)=O)CC2)c1	0.4	9	-3	-6	-4	0	-7	-1	-16
O=c1ccc(-c2ccc(S(=O)(=O)NCC3CCN(Cc4cccc(F)c4)CC3)s2)n[nH]1	0.7	25	-8	24	-6	1	-9	-9	10
CN(C)C(=O)OCc1c(-c2ccccc2)ncc2ccccc12	x	x	-1	x	x	16	-22	x	5
CC1=C(C)CC2C(C1)C(=O)c1ccc(Br)cc1S2(=O)=O (configuration not stated)	0.6	16	-5	-3	-5	14	-25	-6	8
O=[N+]([O-])c1ccc(-c2cn3nc(-c4ccccc4)c(-c4ccccc4)nc3n2)cc1	-0.1	-21	-4	-11	-1	0	-11	14	-20
Cc1ccc(-n2nccc2-c2nn(-c3cccc(C(F)(F)F)c3)c(=O)n(C)c2=O)cc1	0.5	16	5	-6	-5	5	-2	6	4
CCn1c(=O)c(C(=O)NNS(=O)(=O)c2ccc(Br)cc2)c(O)c2ccccc21	0.2	23	-4	-5	-2	-2	-15	-13	-13
COc1ccc(C(=O)NCCc2nnc(SCC(=O)Nc3ccccc3)n2C)cc1	0.4	-8	-7	-31	10	3	-15	25*	11
Cc1[nH]cnc1CSCc1ccc(F)cc1	0.6	25	-2	-12	-8	3	-10	3	0
COc1ccccc1S(=O)(=O)Cc1ccc(C(=O)N2CCN(c3ccc(C)cc3)C(C)C2)o1 (configuration not stated)	6.2	7	-5	20	-2	12	-14	-5	41
CCN(CC)CCOC(=O)C(Cc1ccco1)Cc1cccc2ccccc12 (configuration not stated)	6.1	13	7	59*	-5	11	3	-5	1
CCOc1ccccc1NC(=O)Cn1cnc2c(nnn2-c2cccc(OC)c2)c1=O	0.6	3	-5	-5	1	5	-15	6	0
CCCc1nc(NC(C)=O)c(C#N)c(-c2ccco2)c1CC	0.8	21	-3	3	-4	17	9	-2	18
Cc1ccc(C(=O)OCC(=O)NCc2cccs2)cc1C	0.9	3	-1	-6	-10	15	-14	-1	-15
CC(C)Oc1ccc(Br)cc1C(=O)N/N=C/c1c[nH]c2ccccc12	0.4	-7	-11	-12	-4	2	1	0	11
O=C(NCC1OCCc2ccccc21)c1ccco1 (configuration not stated)	0.2	-8	-6	-36	8	31	-8	20	-6
COc1ccc(/C=N/NC(=O)Nc2cccc3nsnc23)c(OC)c1	-0.3	-8	-5	4	-2	4	-2	13	-18
Cc1ccc(S(=O)(=O)N(C)C)cc1NC(=O)C1CCN(C(=O)Nc2ccccc2)CC1	-0.1	-16	x	-2	-2	0	x	10	5
CC(C)c1nc2sc3c(NCc4ccccc4)ncnc3c2c2c1COC(C)(C)C2	-0.2	16	9	-7	-3	-2	-20	-5	-2
COC(=O)c1sccc1NC(=O)Nc1cc(OC)ccc1OC	0.4	11	x	0	-4	-2	x	-10	-1

The list goes on:
SMILES	CHO-K1 Ca ag	M1 PAM parental	OXTR potentiate	M1 antag	M1 ag	TAAR1 ag	CHO parental Ca	CHO-K1 Ca antag	TAAR1 antag
O=C(NCCc1c[nH]c2ccccc12)/C(=C\c1cccnc1)NC(=O)c1ccccc1F	4.1	-11	-12	4	-1	9	-5	-4	16
NC(=O)CC(NC(=O)Cc1ccc(Cl)cc1)c1ccc(NCCCN2CCCC2=O)c([N+](=O)[O-])c1 (configuration not stated)	-0.1	0	-13	2	-6	4	0	7	1
CC(C)C(=O)N1CCN(c2ccc(NC(=O)c3cccs3)cc2)CC1	0.3	0	-15	-14	-2	8	-3	9	2
Cc1cccc(NC(=O)COC(=O)c2cccc(S(=O)(=O)N3CCCCCC3)c2)c1	2.9	-10	-7	8	-4	3	4	-11	29
COc1cccc(-c2nnc(SCC3CNC(=O)O3)n2-c2ccc(Cl)cc2)c1 (configuration not stated)	0.2	-11	-6	3	-5	0	-18	6	-9
Cc1cc([N+](=O)[O-])ccc1-c1ccc(/C=N/NC(=O)c2ccc(Br)o2)o1	-0.1	-4	-3	-4	-1	0	-18	2	-17
Cc1ccccc1Nc1nc(CSc2nnnn2-c2ccccc2)cs1	0.2	9	-6	-7	-3	2	-16	3	2

Bioassay records from PubChem.

Outcome played no part in choosing rows; about 4.2% have a hit in one of these screens.
